# Compound activity (PubChem BioAssay)
# Lipid storage S3 = qHTS Assay for Lipid Storage Modulators in Drosophila S3 Cells. Drosophila S3 cells, BODIPY lipid droplet fluorescence, 18-24 h; cells fed with added oleic acid. lipid storage change, negative = inhibition, % at the top dose, mostly 46.1 µM; hits show Potency in µM. actives 0.64% (n = 320,000); active = well fitted inhibition curve with a large enough effect in the signal ratio, with a control signal flat, not every such curve was filed as active; inconclusive = small, poorly fitted or top-dose-only effect, or effect the other way, or a change in a side signal; the % refers to the signal ratio
#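 Laser-scanning cytometry quantifies lipid droplet accumulation (500–530 nm total intensity; droplet/cell object ratio) in oleic acid-fed (400 uM added) Drosophila S3 cells treated with a concentration series. 20 uM Triacsin C defined 100% inhibition.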
# Lipid storage S3 cell count max = also measured in Lipid storage S3; calls as there; cell number change, %; measured here: cell count max response;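 cells counted by Cell Tracker Red CMTPX staining in the red channel; peak over a dose series mostly up to 46.1 µM; percent activity relative to internal control wells on each plate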
# * = called active by the depositor; i = inactive; ? = inconclusive; . = not tested or not shown; & = joins results of further samples. % is scaled to controls: 0 for no effect and ±100 for the full control effect; potency is read from the fitted curve at half-maximal effect. A portion of the library; the hit share may differ from the screen's.
entry	structure	Lipid storage S3	Lipid storage S3 cell count max
1	CN(C)CCOC(=O)c1cn(Cc2ccccc2)c2ccccc12	-19%	-17
2	COC(=O)C1=C(c2c(C)noc2C)C[C@@H]2CC[C@H]1N2C(=O)NCc1ccc(C(F)(F)F)cc1	?	.
3	O=P(c1ccccc1)(c1nc2ccccc2s1)N1CCOCC1 (stereo unspecified)	i	3
4	CCN(N=Nc1nonc1OC)c1nonc1OC	1%	6
5	C=CCn1c(O)c(/C=C2/C=CC=N2)c(=O)[nH]c1=O	?	.
6	CCOC(=O)c1c(C)c(P(=S)(N2CCOCC2)N2CCOCC2)n(C)c1C	?	.
7	CC(=O)O[C@H]1CC[C@@]2(C)[C@H](C1)C(=O)C[C@H]1[C@@H]3CC[C@@H]4[C@@H](CN5C[C@@H](C)CC[C@H]5[C@@]4(C)O)[C@@H]3C[C@@H]12	3%	.
8	CCN1CCN(C(=O)Cc2coc3cc(C)cc(C)c23)CC1	14%	.
9	CC(C)c1ccc(NC(=O)N2C[C@H]3C[C@@H](C2)c2cccc(=O)n2C3)cc1	-7%	-6
10	O=C(CN1CCOCC1)NCC(=O)Nc1ccc(Br)cc1C(=O)c1ccccc1	i	.
11	CCOc1ccc(-n2c(O)c(C=Nc3ccc(N(CC)CC)cc3)c(=O)[nH]c2=O)cc1	i	6
12	C[C@]12CCC(=O)C=C1CC[C@@H]1[C@@H]2CC[C@@]2(C)[C@H]1CC[C@]2(C)O	3%	-1
13	CN1C(=O)C(=Cc2sc(=O)n(-c3ccccc3)c2N(C)C)C(=O)N(C)C1=O	?	.
14	N#Cc1ccc(NC(=O)CN2CCCC2)cc1Cl	0%	-10
15	CCC1(C)OC(c2ccccc2)=C/C(=C/C=C2C(=O)NC(=O)NC2=O)O1 (stereo unspecified)	?	.
16	CCC(=O)Nc1cc(C(=O)N2CCC3(CC2)OCCO3)ccc1S(=O)(=O)c1ccc(C)cc1	?	.
17	CCOC(=O)c1ccc(NC(=O)c2c(O)[nH]c(=O)[nH]c2=O)cc1	?	.
18	CCC1CO/C(=C(\C(Cl)=C(Cl)Cl)[N+](=O)[O-])N1Cc1ccc(Cl)nc1 (stereo unspecified)	-8%	3
19	c1ccc2sc(N3CCNCC3)nc2c1	?	.
20	COC(=O)C1=C(c2ccc(F)cc2OCc2ccccc2)C[C@@H]2CC[C@H]1N2C(=O)NCCOc1ccccc1Cl	?	.

# 2 entries from above, reformatted:
# Values in the order: Lipid storage S3	Lipid storage S3 cell count max
[8] CCN1CCN(C(=O)Cc2coc3cc(C)cc(C)c23)CC1
 : 14%	.
[9] CC(C)c1ccc(NC(=O)N2C[C@H]3C[C@@H](C2)c2cccc(=O)n2C3)cc1
 : -7%	-6

# The list continues.
entry	structure	Lipid storage S3	Lipid storage S3 cell count max
21	Clc1ccc2c(c1)C(c1ccccc1Cl)=NCc1nnc(Br)n1-2	-2%	-10
22	CC[C@H]1C2C[C@H]3[C@@H]4N(C)c5ccccc5C45C[C@H](C2[C@H]5O)N3[C@@H]1O (stereo partly specified)	-21%	.
23	CN1CCN(Cc2c(F)cccc2Cl)CC1	i	-21
24	Cn1cc(CCC(=O)N2CCC3(CC2)OCCO3)c2ccccc21	?	.
25	COc1ccc2[nH]c(C)c(CCNCc3cc(OC)c4c(c3)OCO4)c2c1	i	11
26	CCn1cc(C(=O)O)c(=O)c2ccc(C)nc21	0%&6%	26&12
27	C=CCn1c(O)c(C(C)=NCCO)c(=O)[nH]c1=O	13%	6
28	Ic1ccccc1CN[C@@H]1C2CCN(CC2)[C@@H]1C(c1ccccc1)c1ccccc1	13%	1
29	O=c1c2ccccc2[nH]c(=S)n1-c1ccc(Br)cc1	-4%	-27
30	CC(C)OC1CCCC(O)C1CC(=O)O (stereo unspecified)	?	.
31	O=C(CN1CCOCC1)c1ccc(Br)cc1	5%	2
32	Oc1ccc(/C=N/NP(=S)(c2ccccc2)c2ccccc2)cc1O	?	.
33	COc1ccc(Cl)cc1N=Cc1c(O)n(C)c(=O)n(C)c1=O	4%	7
34	CCN(CC)c1ccc(/C=N/c2sc3c(c2C#N)C2CCN3CC2)c(O)c1	?	.
35	COC(=O)Nc1ccc(N=C(N)N[N+](=O)[O-])cc1	?	.
36	Cc1ccccc1C1=NCC(=S)Nc2ccc(Cl)cc21	?	.
37	Cc1cccc(-n2c(-c3ccco3)nc3ccccc3c2=O)c1C	4%	-3
38	COc1ccc(CN2C(=O)NC(=O)/C(=C/c3cc(OC)c(OC)c(OC)c3)C2=O)cc1	?	.
39	CC(Cc1ccccc1Sc1ccccc1O)N(C)C (stereo unspecified)	?	.
40	CC#CP(=O)(OC)C(O)(CF)c1ccccc1 (stereo unspecified)	?	.
41	CC(C)C1(C)N=C(c2ncccc2C(=O)O)NC1=O (stereo unspecified)	?	.
42	O=C1Nc2ccccc2/C1=C/c1cnc[nH]1	6%	9
43	CN(C)c1ccc(/C=C/[N+](=O)[O-])cc1	?	.
44	COc1cc2c(cc1OC)-c1c(OC)c(OC)cc3c1[C@H](C2)[N+](C)(C)CC3	?	.
45	COc1ccc(NC(=O)c2cn(CCC#N)nc2-c2ccc([N+](=O)[O-])cc2)cc1	-2%	7
46	C=CCn1c(O)c(C(CC)=Nc2ccc(C(=O)O)cc2)c(=O)[nH]c1=O	?	.
47	Cc1nn(Cc2ccccc2Cl)c(Cl)c1C(=O)O	?	.
48	CNCCc1ccc(OC)c(OC)c1	10%	3
49	COc1ccccc1-n1c(/C=C/c2ccc(O)cc2)nc2ccccc2c1=O	?	.
50	Cc1cc(C)nc(NS(=O)(=O)c2ccc(N=Cc3c(O)n(C)c(=O)n(C)c3=O)cc2)n1	?	.
51	c1ccc(C(OCCN2CCNCC2)c2ccccc2)cc1	12%	7
52	CCOC(=O)C1(c2ccccc2)CCN(Cc2cccc(C(=O)O)c2)CC1	11%	-9
53	O=c1[nH]c(O)c(/C=C2/C=CC(c3cc(Cl)ccc3Cl)=N2)c(=O)[nH]1	?	.
54	C[N+](C)(C)Cc1ccccc1	0%	-14
55	COc1ccccc1N1CCN(Cc2ccc(Br)cc2)CC1	?	.
56	Oc1cc2c(cc1O)[C@H]1c3ccccc3CN[C@@H]1CC2	?	.
57	CSc1ncc(/C=C2/C(=O)NC(=O)N(c3ccc(C(C)C)cc3)C2=O)cn1	-13%	-3
58	COC(=O)C(O)(c1ccc(N(C)S(=O)(=O)c2ccccc2)cc1)C(F)(F)F (stereo unspecified)	16%	-19
59	CCOc1ccccc1N1C(=O)NC(=O)C(CCc2ccncc2)(CCc2ccncc2)C1=O	1%	6
60	C1CCC2CCCCC2C1 (stereo unspecified)	?	.
61	O=C(O)Cn1cc(C=C2C(=O)NC(=O)NC2=O)c2ccccc21	-11%	1
62	COC(=O)c1c(C)n(Cc2ccc3c(c2)OCO3)c2ccc(O)cc12	?	.
63	OC(CNC1CCCCCCC1)c1ccccc1 (stereo unspecified)	?	.
64	COc1cc(/C=C2/C(=O)NC(=O)N(c3ccc(C)cc3)C2=O)cc(OC)c1OC	?	.
65	COC(C)(C)CCCC(C)C/C=C/C(C)=C/C(=O)OC(C)C (stereo unspecified)	?	.
66	COc1ccc(CCNCc2cccc(C(F)(F)F)c2)cc1OC	7%	21
67	CC1=CC(=C2C(=O)NC(=O)NC2=O)C=C(C(F)(F)F)N1Cc1ccccc1	?	.
68	Nc1ccc(Cl)cc1C(=O)c1ccccc1Cl	?	.
69	C=CCn1c(O)c(C(C)=NC(C)c2ccccc2)c(=O)[nH]c1=O (stereo unspecified)	?	.
70	Cc1ccc(C2N(c3ccccn3)C(=O)C3CCCN32)o1 (stereo unspecified)	6%	.

# In a second layout: entries from further up.
68	Nc1ccc(Cl)cc1C(=O)c1ccccc1Cl
61	O=C(O)Cn1cc(C=C2C(=O)NC(=O)NC2=O)c2ccccc21
65	COC(C)(C)CCCC(C)C/C=C/C(C)=C/C(=O)OC(C)C (stereo unspecified)
69	C=CCn1c(O)c(C(C)=NC(C)c2ccccc2)c(=O)[nH]c1=O (stereo unspecified)
Compound | 68 | 61 | 65 | 69
Lipid storage S3 | ? | -11% | ? | ?
Lipid storage S3 cell count max | . | 1 | . | .

# The listing continues.
entry	structure	Lipid storage S3	Lipid storage S3 cell count max
71	COc1ccccc1CCNC1CCCC(C)C1 (stereo unspecified)	?	.
72	CC1CCCN(C(=O)c2ccc(N3CC4CC(C3)c3cccc(=O)n3C4)c([N+](=O)[O-])c2)C1 (stereo unspecified)	4%	13
73	C[C@]12CCC3[C@@H](CC[C@@H]4C[C@H](O)CC[C@]34C)[C@@H]1CCC2=O (stereo partly specified)	-12%	2
74	CCCN1CCC[C@@H](c2cccc(O)c2)C1	0%	.
75	O=C1NC(=O)N(Cc2ccccc2Cl)C(=O)/C1=C/c1cccs1	1%	-12
76	CCC(=NCCN1CCOCC1)c1c(O)n(C2CCCCC2)c(=O)[nH]c1=O	?	.
77	NC1C2CN3CCN(C2)CC1(c1ccccc1)C3 (stereo unspecified)	1%	-11
78	CC1=CC(=C2C(=O)NC(=O)NC2=O)C=C(C(F)(F)F)N1C(C)C	2%	6
79	Cc1ccc(-c2nc3ccccc3c(=O)n2-c2cccc(C)n2)cc1	13%	4
80	CCCCCCn1c(O)c(C=Nc2c(C)n(C)n(-c3ccccc3)c2=O)c(=O)[nH]c1=O	i	7
81	CC(=O)Nc1ccccc1OC(=O)N1CCOCC1	18µM*	-22*
82	CCC(=NCCc1ccccc1)c1c(O)n(C2CCCCC2)c(=O)[nH]c1=O	?	.
83	COc1ccc(C2SCC(=O)Nc3c2c(C)nn3-c2ccccc2)cc1 (stereo unspecified)	i	-7
84	COc1ccc(-n2c(/C=C/c3ccc4c(c3)OCO4)nc3ccccc3c2=O)cc1	?	.
85	O=C(Cc1ccccc1)N1CCN(Cc2ccccn2)CC1	0%	16
86	O=C(c1ccc(-c2ccccc2)c(F)c1)C1CCCN(CCO)C1 (stereo unspecified)	1%	-6
87	COC(=O)C1=C(c2ccccc2OCc2ccccc2)C[C@@H]2CC[C@H]1N2C(=O)NCc1ccc(C(F)(F)F)cc1	?	.
88	O=C(c1cc(F)ccc1F)C1CCCN(CCCc2ccccc2)C1 (stereo unspecified)	17%	14
89	O=c1[nH]c(=O)n(CCc2ccccc2)c(O)c1/C=N/N1CCOCC1	17%	6
90	COc1ccc(Cl)cc1C(=O)C1CCCN(CCO)C1 (stereo unspecified)	?	.
91	CCOC(=O)c1c(C)n(CC(O)CN2CCOCC2)c2cc(Br)c(OC)cc12 (stereo unspecified)	?	.
92	Cc1ccc(N2C(=O)NC(=O)/C(=C\c3ccc(N4CCOCC4)cc3)C2=O)cc1	i	2
93	O=C(C1CC(=O)N(c2ccc(F)c(Cl)c2)C1)N1CCC2(CC1)OCCO2 (stereo unspecified)	-7%	7
94	CC(C)c1ccc(-n2c(O)c(/C=N/NC(=O)c3ccccc3O)c(=O)[nH]c2=S)cc1	8%	10
95	CCN1CCN(c2nc([N+](=O)[O-])nn2C)CC1	-7%	8
96	Cc1nc(CCl)cc(=O)[nH]1	-24%	-4
97	Cc1nn(-c2ccccc2)c2c1P(=O)(O)/C(=C1\N(C)c3ccccc3C1(C)C)C=N2	?	.
98	CCOC(=O)c1nc2ccccc2c(=O)n1-c1cccc(C)c1	i	.
99	Cc1ncc(CN2CCCC(C(=O)c3cccc(Cl)c3)C2)s1 (stereo unspecified)	-2%	-2
100	N#CC(C#N)=NNc1ccc(S(=O)(=O)N2CCCC2)cc1	?	.
101	CCCCCc1nc2ccccc2c(=O)n1-c1ccccc1[N+](=O)[O-]	15%	.
102	C(=N\NC1=NCCCCC1)/c1c[nH]c2ccccc12	1%	2
103	O=C1CN(C(=O)CN2CCCCC2)C(c2ccccc2)c2cc(Br)ccc2N1 (stereo unspecified)	?	.
104	O=C1NC(=S)NC(=O)C1=Cc1cccn1-c1ccc(O)cc1	-24%	-1
105	CN1CCN(c2ccc([N+](=O)[O-])c(NCC3CCCO3)c2)CC1 (stereo unspecified)	-1%	-1
106	CCC(=O)N1CC(=O)Nc2ccc(F)cc2C1c1ccccc1 (stereo unspecified)	?	.
107	COc1cccc(O)c1CN1CCCC(C(=O)c2sccc2C)C1 (stereo unspecified)	-13%	-10
108	COc1cc(NC(=O)CCn2c(=O)oc3ccccc32)cc(OC)c1OC	?	.
109	COc1ccc(/C=C/C(=O)c2c(O)n(CCC3=CCCCC3)c(=O)[nH]c2=O)cc1OC	-4%	11
110	CCN(CC)CCNCC(=O)Nc1ccc(Cl)cc1C(=O)c1ccccc1	?	.
111	C=CCn1c(O)c(C(CC)=Nc2cc(OC)ccc2OC)c(=O)[nH]c1=O	?	.
112	COc1ccc(CCNC(=O)c2c(N)n(CCN3CCOCC3)c3nc4ccccc4nc23)cc1	?	.
113	C[C@@]1(CO)[C@H](O)CC[C@@]2(C)[C@H]1CC[C@H]1C[C@@H]3C[C@@]12CC[C@]3(O)CO	?	.
114	CCc1ccc(CNCCc2ccc(F)cc2)cc1	0%	-20
115	c1cncc(CNCCc2c[nH]c3ccccc23)c1	-5%	-15
116	Clc1ccccc1Nc1ncnc(-n2cccc2)n1	6%	5
117	O=C(COC(=O)c1cccc(O)c1)Nc1ccc(Cl)cc1C(=O)c1ccccc1	?	.
118	COc1cc2c(cc1OC)C(c1c(O)n(CCc3ccccc3)c(=S)[nH]c1=O)NCC2 (stereo unspecified)	21%	25
119	CC(=O)O[C@H]1[C@H]2O[C@]23[C@@H]2CC[C@]4(O)C[C@@H](O)CC[C@]4(C)C2CC[C@]3(C)[C@H]1c1ccc(=O)oc1 (stereo partly specified)	?	.
